PI4K2A block: qHTS for small molecular inhibitors of PI4K2A | activity change, negative = inhibition, % at 76.9 µM | 420,000 compounds, 0.13% hits | purified PI4K2A, ADP-Glo luminescence, 1 h; stronger effect = lower value | Phosphatidylinositol 4-kinase type 2-alpha (Homo sapiens), Q9BTU6 | AID 1346378, 2018; in the data active = activity change below about -50%; inconclusive = mostly about -30% to -49%;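 note: -100% = wells without enzyme as full effect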
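In this quantitative HTS, ADP production by PI4K2A was quantified luminescently after 1 h at ambient temperature; 100 microM adenosine served as plate-quality control.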
ERG Ets-DNA blk: qHTS for Small Molecule Inhibitors of the ERG Ets/DNA interaction | Transcriptional regulator ERG (Homo sapiens), P11308 | fluorescence polarization, His-ERG Ets domain / labelled DNA | Potency, µM (series often up to 76.9 µM), inactives show at the top dose FP activity, negative = inhibition, usual class: inhibitors | 370,000 compounds, 0.028% hits; active = well fitted inhibition curve with a large enough effect in the polarisation, with a control signal flat; inconclusive = small, poorly fitted or top-dose-only effect, or effect the other way, or a change in a side signal; inactive = no such curve, though single readings can be large or run the other way; the % refers to the polarisation;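 note: polarization taken with two DNA probes labelled with fluorescein and Texas red; potency is the fitted concentration of half-maximal effect; % of control where 0% means no effect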
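His-tagged ERG Ets domain (1 uM in the protein solution; 300mM KCl, 50mM Tris-HCl, 1mM EDTA, 1mM DTT, pH 7.5) received compound, then a probe mix of 5 nM fluorescein-DNA and 100nM Texas-615-DNA. Fluorescence polarization was read for both dyes.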
BAZ2B block: qHTS Assay for Inhibitors of BAZ2B. Bromodomain adjacent to zinc finger domain protein 2B (Homo sapiens), Q9UIF8. AlphaScreen BAZ2B-H3K14Ac peptide displacement. Potency, µM (top dose mostly 114 µM), for the others: at the top dose activity change, negative = inhibition, hits mostly inhibitors. 360,000 compounds, 4.4% hits; note: potency is the fitted concentration of half-maximal effect; % is set by controls: 0 for no effect and ±100 for the full control effect; nearly all actives have a fitted effect of over 60% in size
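In this displacement format the biotinylated H3(5-23) peptide acetylated at Lys14 serves as ligand at 50 nM, with BAZ2B at 50 nM in PBS pH 7.4 containing 0.01% Tween-20. Donor and acceptor beads are 10 ug/mL final.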
12-LOX inh: Primary qHTS assay for inhibitors of human arachidonate 12S-lipoxygenase (ALOX12): Round 2 | Polyunsaturated fatty acid lipoxygenase ALOX12 (Homo sapiens), P18054 | purified 12hLO, xylenol orange hydroperoxide absorbance | Potency, µM (doses to about 108 µM), for the others: at the highest dose activity change, negative = inhibition, most hits filed as inhibitors | 580,000 compounds, 1.1% hits; note: potency is the fitted concentration of half-maximal effect; % is set by controls: 0 for no effect and ±100 for the full control effect
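Purified human 12hLO at 150 nM in 25 mM Hepes, 0.01% Triton X-100, pH 7.0, preincubated 15 min at room temperature with compound. Reaction started with 40 uM arachidonic acid, 30 min at room temperature. Hydroperoxide measured by Fe-xylenol orange, 573/405 nm absorbance ratio.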
JMJD2A Tudor: qHTS Assay for Inhibitors of JMJD2A-Tudor Domain. Lysine-specific demethylase 4A (Homo sapiens), O75164. Potency, µM (top dose mostly 114 µM), without a hit: at the top dose activity change, negative = inhibition, most hits filed as inhibitors. AlphaScreen JMJD2A-Tudor / H3K4me3 peptide binding. 390,000 compounds, 4.4% hits. AID 504339, 2011; note: potency is the fitted concentration of half-maximal effect; % is set by controls: 0 for no effect and ±100 for the full control effect; nearly all actives have a fitted effect of over 50% in size
Target sequence (O75164 whole entry, looked up, the tested form may be a part): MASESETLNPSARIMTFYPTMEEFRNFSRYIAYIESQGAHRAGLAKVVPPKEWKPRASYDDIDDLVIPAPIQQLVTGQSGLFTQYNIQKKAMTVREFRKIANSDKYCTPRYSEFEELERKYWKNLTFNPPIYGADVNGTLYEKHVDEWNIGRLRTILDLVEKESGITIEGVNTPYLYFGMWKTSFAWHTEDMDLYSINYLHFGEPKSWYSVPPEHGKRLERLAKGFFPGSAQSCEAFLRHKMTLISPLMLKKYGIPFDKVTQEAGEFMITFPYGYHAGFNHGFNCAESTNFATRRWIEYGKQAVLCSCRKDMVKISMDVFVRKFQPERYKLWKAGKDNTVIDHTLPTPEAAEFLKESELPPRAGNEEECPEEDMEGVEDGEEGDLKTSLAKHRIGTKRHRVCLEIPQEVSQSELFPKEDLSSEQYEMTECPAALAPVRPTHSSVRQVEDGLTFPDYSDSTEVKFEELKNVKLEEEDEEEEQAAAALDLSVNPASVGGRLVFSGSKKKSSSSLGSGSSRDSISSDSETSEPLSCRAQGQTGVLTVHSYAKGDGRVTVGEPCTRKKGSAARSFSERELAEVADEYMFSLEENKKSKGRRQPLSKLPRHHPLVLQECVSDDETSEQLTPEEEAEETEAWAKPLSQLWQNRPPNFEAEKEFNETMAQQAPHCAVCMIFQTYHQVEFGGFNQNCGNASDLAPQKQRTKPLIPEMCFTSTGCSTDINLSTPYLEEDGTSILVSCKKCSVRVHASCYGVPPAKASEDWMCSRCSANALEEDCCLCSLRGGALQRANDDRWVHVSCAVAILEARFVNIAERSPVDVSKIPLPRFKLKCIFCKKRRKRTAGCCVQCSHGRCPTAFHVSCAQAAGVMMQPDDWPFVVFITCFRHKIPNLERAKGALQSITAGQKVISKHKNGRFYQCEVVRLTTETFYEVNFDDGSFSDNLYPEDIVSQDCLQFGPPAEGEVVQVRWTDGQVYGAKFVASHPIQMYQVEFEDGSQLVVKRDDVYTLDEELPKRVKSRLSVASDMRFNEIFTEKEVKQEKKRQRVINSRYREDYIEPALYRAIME
RGS4 inh: Inhibitors of Regulator of G Protein Signaling (RGS) 4: qHTS | Regulator of G-protein signaling 4 (Homo sapiens), P49798 | Transcreener GDP fluorescence polarization, RGS4-accelerated GTP hydrolysis | Potency, µM (titrated, usually from 114 µM), without a hit: at the top dose activity change, negative = inhibition, usual class: inhibitors | 390,000 compounds, 0.039% hits | AID 504845, 2011; note: potency is the fitted concentration of half-maximal effect; % is set by controls: 0 for no effect and ±100 for the full control effect; nearly all actives have a fitted effect of over 75% in size; some results filed as inactive show a strong effect at the top dose
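MLSMR compounds (23 nl, pin-transferred) preincubated 10 min at room temperature with a 500nM (2x) first reagent, then RGS4 at 900nM (2x) plus Transcreener GDP mix added; fluorescence polarization (620/688 nm) read before and after 90 min at 30 °C.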
G9a block: qHTS Assay for Inhibitors of Histone Lysine Methyltransferase G9a | AID 504332, 2011 | 350,000 compounds, 8.8% hits | G9a H3K9 monomethylation, AlphaScreen, 2 h | Histone-lysine N-methyltransferase EHMT2 (Homo sapiens), Q96KQ7 | Potency, µM (titrated, usually from 102 µM), inactives show at the highest dose activity, negative = inhibition, actives largely listed as inhibitors; note: potency is the fitted concentration of half-maximal effect; % is set by controls: 0 for no effect and ±100 for the full control effect; nearly all actives have a fitted effect of over 75% in size
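Compounds were preincubated with 20 nM G9a for 15 min, after which biotinylated H3K9 peptide (500 nM) and SAM (20 uM) started a 2 h room-temperature reaction. Monomethylated product was quantified by antibody-based AlphaScreen chemiluminescence.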
HP1b chromo inh: HTS for Inhibitors of HP1-beta Chromodomain Interactions with Methylated Histone Tails | Chromobox protein homolog 1 (Homo sapiens), P83916 | AlphaScreen HP1-beta / biotin-H3K9me3 peptide binding | Potency, µM (highest dose often 114 µM), for inactives: at the highest dose activity change, negative = inhibition, usual class: inhibitors | 390,000 compounds, 0.56% hits; note: potency is the fitted concentration of half-maximal effect; nearly all actives have a fitted effect of over 70% in size; inactives centre near 23
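Compound inhibition of the preformed complex between 50 nM HP1-beta and 50 nM biotinylated H3K9me3 peptide was read by AlphaScreen. Buffer was PBS pH 7.4 with 0.01% Tween-20. Incubations ran 30 min at room temperature, with 10 ug/mL donor/acceptor beads.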
GLS inhibitor: qHTS for Inhibitors of Glutaminase (GLS); Glutaminase kidney isoform, mitochondrial (Homo sapiens), O94925; Potency, µM (top dose mostly 45.5 µM), for inactives: at the highest dose activity change, negative = inhibition, hits mostly inhibitors; GLS enzymatic activity, qHTS titration; 410,000 compounds, 0.21% hits; note: potency is the fitted concentration of half-maximal effect; % is set by controls: 0 for no effect and ±100 for the full control effect
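Two-point fluorescence kinetic (t0, 30 min RT) for hKGA; glutamate detected via glutamate oxidase–HRP–Amplex Red. Substrate: 1 mM L-glutamine solution; buffer 45 mM KH2PO4, pH 8.2.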
Active calls of the source: *; ? = inconclusive; . = no result given; [ ] = remark or other dose. Unless noted, calls come from the whole dose curve; as a rule, active = well fitted curve in the direction sought with a large enough effect; inconclusive = small, poorly fitted or top-dose-only effect, or another doubt; inactive = no such curve, though single readings can be large; an effect the other way counts as inactive or inconclusive. This is a subset; count on the stated rates, not on these rows.

12-LOX inh,G9a block,PI4K2A block,HP1b chromo inh,JMJD2A Tudor,BAZ2B block,GLS inhibitor,RGS4 inh,ERG Ets-DNA blk,smiles
15%,23%[59 µM],-3,-2%,-16%,8%,2%,11%,.,O=C(CSc1ccc(/C=N/NC(=O)c2cccc(F)c2)o1)Nc1ccccc1
417%[activator],?,1,43%[activator],-22%,-23%,-6%,-7%,-6%,COc1ccc(N2CCCn3c2nc2c3c(=O)n(CCN3CCOCC3)c(=O)n2C)cc1
?,4µM*,-3,?,35µM*,35µM*,2%,?,-1%,COc1ccc(Cl)cc1C(Nc1cccnc1)c1ccc2cccnc2c1O (stereo not drawn)
21%,.,-3,18%,-12%,.,4%,-16%,6%,CC(C)N1CCSC1=S
107%[activator],49%[12.7 µM],4,2%,?,-20%,76%[activator],-44%[56.9 µM],12%,Cc1cc(C)c(NC(=O)CCCCCNC2CCCCC2)c(C)c1
0%,11%,-12,14%,-17%,-1%,0%,-1%,1%,COc1ccc2cc(C(=O)N3CCC(Cc4ccccc4)CC3)[nH]c2c1
-5%,3%,-3,15%,-1%,-7%,1%,8%,4%,CC(=O)N1CCN(S(=O)(=O)c2c(F)cc(F)c(Cl)c2F)CC1
?,35%,0,19%,-16%,-20%,-1%,14%,-5%,Cc1cccc(NS(=O)(=O)c2cc(C(=O)N3CCCCCC3)ccc2C)c1
?,.,-4,18%,?,?,-2%,6%,19%,Cc1ccc(C)c(OCC(=O)Nc2cc(NC(=O)COc3cc(C)ccc3C)cc(C(=O)O)c2)c1
13%,-9%[59 µM],-2,32%,6%,3%,1%,16%,.,NC(=O)CCS(=O)(=O)c1ccccc1
-10%,35%[activator],2,26%,6%,1%,-6%,-16%,-3%,C[C@]12CCC(=O)CC1CCC1C2CC[C@@]2(C)C1CC[C@@]21CCO1 (stereo partly drawn)
47%[activator],?,10,39%[activator],-13%,10%,-7%,-14%,6%,Oc1c(C(c2cccc(F)c2)N2CCN(Cc3ccccc3)CC2)sc2ncnn12 (stereo not drawn)
?,18µM*,-4,6%,-26%,-39%,18%,-34%,-15%,Cc1ccc(NC(=S)C2=C(O)c3sccc3N(C)S2(=O)=O)cc1
0%,10%[59 µM],-5,35%[activator],6%,-2%,-5%,4%,-6%,O=C(Nc1ccccc1SCC1CSc2nc3ccccc3c(=O)n21)c1ccccc1 (stereo not drawn)
-16%,-6%,2,21%,-20%,-17%,31%,-21%,-11%,COC(=O)c1ccccc1NC(=O)CSc1[nH]c(=O)cc(C)c1C#N
13%,-1%,-2,36%,0%,?,-11%,-10%,14%,O=C(O)CC1(CC(=O)NCc2cc(F)cc3c2OCOC3)CCCCC1
-25%,-44%[0.0925 µM],1,61%[activator],-4%,-6%,3%,3%,.,O=C(Cn1nnc(-c2ccccc2-n2cnnn2)n1)NCc1ccccc1
0%,3%,-5,34%,-11%,-5%,2%,-44%,4%,Cc1noc(C)c1CSCC(=O)N1CCN(c2ccc(F)cc2)CC1
?,4%[59 µM],0,36%,-4%[57.1 µM],-25%,2%,-7%,8%,O=C(c1cccc(F)c1)N1CCN(c2ccc([N+](=O)[O-])c(N3CCOCC3)c2)CC1
-7%,-3%[0.501 µM],1,41%[activator],6%,-3%,-5%,0%,-14%,COc1ccc(OC)c(NC(=O)CSc2nc(=O)n(CCN3CCOCC3)c3c2CCCC3)c1
-2%,.,6,20%,3%,1%,5%,14%,-7%,CC1CCN(C(=O)CSc2nncn2C)CC1
-3%,.,-1,11%[57 µM],-6%,.,6%,16%,-6%,CC(=O)C1CCC2C3CC=C4N(C)C(=O)CCC4(C)C3CCC12C (stereo not drawn)
22%,.,-3,11%,-16%,5%,13%,-18%,1%,C=CCOc1c(CNc2cccc(C(=O)O)c2)cccc1OCC
-16%,-10%,2,11%,-16%,1%,3%,-5%,9%,CCC(C)(C)n1nnnc1C(c1ccc(F)cc1)N1CCN(C(=O)c2ccco2)CC1 (stereo not drawn)
0%,15%,3,15%,-7%,2%,0%,8%,-2%,Cc1ccc(C(=O)Oc2ccc(C(=O)COC(=O)c3cnccn3)cc2)cc1
-20%,?,2,10%,-28%,4%,8%,5%,-9%,Cc1sc2ncnc(N3CCC(C(=O)Nc4nc5ccc(Cl)cc5s4)CC3)c2c1C
-28%,-32%[59 µM],0,30%,-21%,-17%,-1%,-16%,3%,COc1ccc(S(=O)(=O)N(CC(=O)Nc2ccc(OC)cc2OC)c2ccc(Cl)cc2)cc1
5%,9%[59 µM],-2,33%,-4%,4%,3%,10%,-1%,N#Cc1nc(-c2ccco2)oc1N1CCOCC1
5%,-1%[59 µM],-5,14%,-12%,-11%,-2%,-9%,-1%,CCCC(C(=O)Nc1cc(C)c(Cl)cc1OC)N1Cc2ccccc2C1=O (stereo not drawn)
-31%,0%[59 µM],0,5%,?,?,-5%,-3%,6%,CCN(CC)S(=O)(=O)c1ccc(C)c(NC(=O)CSc2nc3ccc(C)cc3[nH]2)c1
0%,?,-3,16%,-1%,8%,1%,-29%,-3%,CCOCCCNC(=O)CS(=O)(=O)Cc1nc(-c2cccc(OC)c2)oc1C
0%,45µM*,-4,11%,1%,-4%,0%,-16%,-5%,CCCCOC(=O)/C=C\C(=O)NC(N)=O
?,-19%,3,22%,-13%,-4%,8%,-16%,-4%,CCOc1ccc(N(CC(=O)Nc2ccc(C)c(C)c2)S(=O)(=O)c2c(C)[nH]c(=O)[nH]c2=O)cc1
?,?,3,?,?,?,-10%,-50%,-2%,S=C(NNc1ccnc2cc(Cl)ccc12)Nc1ccc(Cl)cc1Cl
-11%,?,-1,40%,-8%,-1%,3%,0%,7%,O=c1c2cc(Cl)ccc2[nH]c(=S)n1Cc1ccccn1
-7%,13%[2.33 µM],7,69%[activator],44%[activator],144%[activator],1%,4%,3%,Cc1nc2ccc(Oc3ccccc3)cc2s1
?,45µM*,2,52%[activator],-8%,4%,-2%,-20%,-4%,COc1ccc(CCNC(=O)CSc2ccc(-c3ccco3)nn2)cc1OC
0%,-51%,-8,5%,-18%,6%,-17%,-12%,-2%,O=C(NC1CCCCCC1)c1ccc([N+](=O)[O-])s1
-11%,7%,1,33%,-15%,-15%,-8%,-4%,4%,O=C(O)CCN1C(=O)c2ccc(NC(=O)CSc3ccc(Cl)cc3)cc2C1=O
-7%,8%[59 µM],3,37%,-7%,6%,3%,-12%,1%,COc1ccc(-c2nc3ccccc3o2)cc1NC(=O)Cc1ccc(Cl)cc1
119%[activator],2%,-4,41%[activator],-12%,-14%,-3%,5%,15%,C=CCN1C(=O)c2ccc(C(=O)N(C)CC(=O)Nc3ccccc3Br)cc2C1=O
18%,4%,-3,35%,-13%,-2%,-2%,13%,-6%,Cc1nc(N)[nH]c(=O)c1CC(=O)OCCCl
0%,-7%[59 µM],3,29%,-4%,14%,0%,10%,-1%,COc1cc(C2C(C#N)=C(N)Oc3cc(C)oc(=O)c32)ccc1OC(=O)N1CCOCC1 (stereo not drawn)
0%,2%[59 µM],3,60%,24%,34%,1%,-10%,-3%,C=CCN1C(=O)S/C(=C/c2ccsc2)C1=O
0%[57.4 µM],-3%,0,39%[activator],-9%,-4%,2%,-1%,3%,CCOC(=O)N1CCN(C(=O)c2cc3c(ccc4ccccc43)oc2=O)CC1
-13%,-4%,2,31%,5%,-3%,-12%,-19%,6%,Cc1cc(NC(=O)COC(=O)c2c(C)noc2C)ccc1Br
-16%,-3%[12.7 µM],3,18%,3%,2%,7%,28%,-8%,N/C(=N\OC(=O)c1ccc(Cl)cc1)c1cccnc1
-5%,7%[12.7 µM],-2,-4%,?,?,4%,-11%,.,COc1ccc(OC)c(NC(=O)Cn2cc(C(=O)c3ccco3)c3ccccc32)c1
12%,56%[activator][59 µM],9,10%,-12%,6%,2%,-38%,-4%,COc1cc(OC)nc(NC(=O)CSc2nc3ccccc3o2)n1
-8%,29%[59 µM],-11,11%,-25%,5%,-8%,10%,0%,Cc1cc(NC(=O)CCC(=O)N(CCC(C)C)C(C(=O)NC2CCCC2)c2cccnc2)no1 (stereo not drawn)
1%,11%[59 µM],-2,36%[activator],13%,10%,7%,10%,2%,Cc1cccc(NC(=O)c2cc3ccccc3o2)c1

Assay outcomes from PubChem BioAssay.
